Bioassay records (PubChem BioAssay)
S100A4 MyoIIA: blocks human S100A4 binding to myosin IIA peptide | hit rate 0.14% among 360,000 | S100A4/TAMRA-MyoIIA peptide fluorescence polarization | inhibition, % at 10.7 µM | AID 652163;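 active = mean inhibition of at least 70% across replicates, with every replicate also reaching that level; inconclusive = mean inhibition reaches 70% but some replicates fall short; inactive = mean inhibition below 70%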
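assay system = human S100A4 monomer with TAMRA-labelled myosin IIA peptide | also added = labelled myosin peptide probe, 5 nM | incubation = 5 min between mix addition and reading | control set = DMSO and TFP controls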
ERp5 inh: inhibitors of human ERp5; Q15084; ERp5 insulin aggregation, absorbance 650 nm, 90 min; inhibition, % at 9.99 µM; hit rate 0.05% among 350,000; AID 651711;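 active = mean replicate inhibition above about 25%, with every replicate also reaching it, limit read from the data, passing the limit was not always enough; inconclusive = only one of those two criteria met; inactive = neither criterion met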
ERAP1 inh: inhibitors of human ERAP1 aminopeptidase; recombinant ERAP1, Leu-AMC fluorescence, 60 min; inhibition, % at 10.7 µM; hit rate 0.15% among 340,000; AID 652197;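 active = mean replicate inhibition of at least 30%, or all replicates individually reaching that 30% level; inactive = mean below 30% and not every replicate reaching it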;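 also: 0% = neutral control wells and 100% = L-leucinethiol positive control wells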
esBAF inh: inhibitors of esBAF chromatin remodeling in mouse ES cells | Bmi1-luciferase knock-in reporter, 24 h; 100% = twice the neutral-well signal | reporter increase, % at 12.5 µM | hit rate 2% among 350,000; in the data active = activation above about 40%; inconclusive = no clear call, values can overlap the other calls;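 also: 0% = median of the plate's neutral control wells and 100% = double that signal; a rise in the Bmi1 reporter signal indicates esBAF inhibition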
RAD52 anneal inh: inhibitors of human RAD52 DNA annealing; P43351; recombinant RAD52 DNA annealing, FRET fluorescence; inhibition, % at 18.7 µM; hit rate 0.46% among 360,000; AID 651710;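 active = every replicate showing at least 50% inhibition; inconclusive = mean inhibition at least 50% but not in every replicate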
E-selectin induc: induces E-selectin expression in human endothelial cells | P16581 | HUVEC E-selectin immunofluorescence imaging; normalized: neutral wells 0, TNF-alpha wells 100 | hit rate 0.37% among 260,000 | AID 686992 | activation, % at 7.58 µM;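 active = mean E-selectin-positive cell signal at least 10% of the positive control, reached in at least 60% of replicates, without over 20% cell loss; inconclusive = no rule given, readout overlaps actives, possibly toxicity-flagged; inactive = the rest, including those meeting only one limit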;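 also: in these data hits start at about 27%; measured in HUVEC primary endothelial cells; signal is the percent of cells scored E-selectin positive by PE staining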
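Test system – human umbilical vein endothelial cells (HUVEC), E-selectin induction · Input – 3,000 HUVEC seeded per well · Buffer or medium – EGM-2, gelatin · Compound dosing – single-point compound dose · Detection – immunofluorescence imaging · Measure – percent E-selectin-positive cells · Controls – TNF-alpha high, DMSO low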
RAD54 inh: RAD54 (human) branch migration inhibition | Q92698 | RAD54 Holliday junction branch migration, FAM/BHQ fluorescence | inhibition, % at 10.4 µM | hit rate 0.14% among 360,000 | AID 602329;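 active = mean normalized replicate activity at least 40 and at least half of replicates scoring 40 or more; inconclusive = only one of the two criteria met; inactive = mean below 40 and under half of replicates reaching 40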;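 also: 0% = median of neutral control wells and 100% = median of positive control wells; inhibitors cause a drop in the FAM fluorescence signal; in these data hits start at about 50%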
Xi reactivation: X-chromosome reactivation activator; XiGFP mouse fibroblasts, % GFP-positive cells imaging, 3 d; cells co-treated with 5-aza-dC sensitizer; scaled so ellipticine positive control = 100%; hit rate 0.055% among 360,000; activation, % at 7.58 µM;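 active = mean normalized replicate activation at least 10% and every replicate at or above 10%; inconclusive = only one of the two criteria met; inactive = mean below 10% and not all replicates reach 10%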;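 also: 0% = median of on-plate neutral control wells and 100% = ellipticine 6 µM median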
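System: XiGFP fibroblasts, SV40-immortalized. Medium: DMEM plus 5-aza-dC sensitizer. Doses: single point. Timing: 3 d treatment, 15 min room-temperature fixation. Control set: ellipticine 6 µM.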
Numbers without * were called inactive; ? = inconclusive; · = no result given; & = joins results of further samples. No enrichment for hits (roughly 2.5% active in at least one column).

SMILES | S100A4 MyoIIA | ERp5 inh | ERAP1 inh | esBAF inh | RAD52 anneal inh | E-selectin induc | RAD54 inh | Xi reactivation
C=C1C(=O)OC2C1C(OC(=O)C(C)=CC)CC(=C)C1C(O)C3OC3(C)C21O (configuration not stated) | 2 | -4 | 2 | · | -25 | -0.1 | · | -0.1
CC(=O)Nc1ccc(S(=O)(=O)NNC(=O)CCc2ccccc2)cc1 | -13 | 4 | 0 | -1 | -10 | · | 2 | 0.0
Cc1ccc(C(=O)NCCCc2ccccc2)c(C)c1 | 1 | -4 | -4 | · | -5 | · | · | 0.0
COC(=O)c1ccc(NC(=O)CN2CCN(c3ccccc3)CC2)cc1 | -5 | -6 | 4 | -3 | -5 | · | 5 | ·
CO[C@@H]1CN(C)C(=O)c2ccc(NC(=O)c3cc(C)on3)cc2OC[C@H](C)N(C(C)=O)C[C@H]1C | 9 | 11 | 1 | -5 | -2 | -0.1 | -2 | 0.0
O=C(O)CCNC(=O)/C(=C\c1ccco1)NC(=O)c1ccco1 | 3 | 2 | 1 | -12 | -51 | 2.0 | -12 | 0.0
COc1cccc(-c2ccc(SCc3ccccn3)nn2)c1 | -3 | 2 | 1 | · | -6 | · | · | 0.0
COc1ccc2c3c([nH]c2c1)[C@@H](CO)N(C(=O)CC1CC1)CC31CN(C(=O)c2ccccc2)C1 | 2 | -2 | 0 | · | -8 | 0.5 | · | 0.0
CC(C)(O)CN(C(=O)c1ccccc1)C1CCCCC1 | -6 | 0 | -1 | · | -5 | 0.0 | · | 0.1
Cc1ccc(/C=C/S(=O)(=O)NCC(=O)OCC(=O)NCc2ccccc2)cc1 | 7 | -5 | -2 | -4 | -13 | -0.9 | -4 | 0.1
O=C(Nc1cccc(F)c1)c1ccc2c(c1)OCCO2 | -2 | 0 | 5 | 40 | -9 | 0.1 | 13 | 0.1
C[C@@H]1CCCCO[C@@H](CN(C)S(=O)(=O)c2cccs2)[C@@H](C)CN([C@@H](C)CO)C(=O)c2cc(NC(=O)Nc3ccccc3)ccc2O1 | -7 | 0 | 0 | 7 | -17 | · | -2 | 0.0
COCCn1c(C)cc(/C=C2/SC(=O)N(C(C)C(=O)OC)C2=O)c1C (configuration not stated) | 7 | 1 | 3 | 66* | -44 | 0.4 | · | 0.0
Cn1c(CNC(=O)CNC(=O)c2cccc(Cl)c2)cc(=O)n(C)c1=O | -19 | -1 | -1 | -9 | -9 | · | -3 | 0.1
COC(=O)c1ccc(CN2CC(=O)N3[C@H](C2)[C@@H](c2ccc(Br)cc2)[C@@H]3CO)cc1 | 4 | 5 | 1 | · | 0 | -0.5 | · | 0.3
COc1ccc(-c2coc3cc(OC(C)=O)c(OC)cc3c2=O)cc1 | -13 | 3 | -2 | 24 | -18 | · | 3 | ·
COc1ccc(C)cc1N/C(N)=N/c1nc(C)cc(C)n1 | -22 | 3 | 5 | · | 18 | · | · | 0.0
CC(C)(C)OC(=O)N(CCc1ccccc1)Cc1cccc(OCc2cccc(NC(=O)C3CCCC3)c2)c1 | -4 | 4 | · | -2 | 5 | 2.2 | 1 | 0.1
CN(C)c1ccc(-c2nc3ccccc3c(=O)[nH]2)cc1 | -3 | 7 | 2 | -65 | -15 | 0.0 | · | 0.0
CCCC#Cc1ccc([C@@H]2[C@@H](C#N)N(C(=O)C3CC3)[C@H]2CO)cc1 | 49 | 1 | 0 | 0 | -50 | 0.1 | 0 | 0.1
CC(C)=CCC/C(C)=C/CNC(=O)C[C@H]1C[C@H](C(=O)N(C(C)C)C(C)C)[C@@]2(C)c3[nH]c4cc(-c5ccco5)ccc4c3CCN2C1=O | -9 | 10 | 0 | 7 | -32 | · | 2 | 0.1
C/C=C/c1cnc2c(c1)C(=O)N([C@@H](C)CO)C[C@H](C)[C@@H](CN(C)S(=O)(=O)c1cccs1)O2 | 1 | -1 | 0 | -6 | 11 | 0.0 | -1 | 0.2
CCN1CCN(C(=O)C2CCC(CNS(=O)(=O)c3ccc(NC(C)=O)cc3)CC2)CC1 (configuration not stated) | 1 | -2 | 3 | 2 | -5 | · | 10 | -0.1
N#Cc1nc(Cc2cccc3ccccc23)oc1NCc1ccco1 | -8 | 6 | -1 | 7 | -42 | · | -11 | ·
CCNC(=O)C[C@H]1C=C[C@@H](NC(=O)NC2CCCCC2)[C@@H](CO)O1 | -26 | -7 | -3 | -1 | 0 | -0.3 | -16 | 0.1

Continuation.
SMILES | S100A4 MyoIIA | ERp5 inh | ERAP1 inh | esBAF inh | RAD52 anneal inh | E-selectin induc | RAD54 inh | Xi reactivation
COCC1CCN(C(=O)c2cc(COc3ccc(OC)c4ccccc34)on2)C1 (configuration not stated) | -2 | 1 | 3 | ? | -7 | · | -1 | 0.1
COc1cc(C2Oc3ccccc3C=C2[N+](=O)[O-])cc(OC)c1OC (configuration not stated) | 2 | 5 | 6 | · | -17 | -3.1 | 1 | 5.9
O=C(CCn1c(=S)[nH]c2ccccc2c1=O)Nc1cccc(Cl)c1 | -4 | -2 | -1 | -4 | 3 | · | -1 | 0.0
Cc1ccc(CNC(=O)c2nn(C)c3c2CS(=O)(=O)c2ccccc2-3)cc1 | -1 | 4 | 0 | 8 | -3 | · | -13 | 0.0
COc1ccc(-c2coc3c(C(=O)NCCN(C)C)cccc23)c(C)c1 | -43 | 2 | 9 | -2 | 26 | -0.3 | 13 | 0.0
CO[C@@H]1CN(C)C(=O)c2ccc(NS(C)(=O)=O)cc2OC[C@@H](C)N(CC2CC2)C[C@@H]1C | 6 | 2 | -4 | 2 | 2 | 0.2 | -6 | 0.3
COc1ccccc1C(=O)N1C[C@@H]2[C@H](c3ccccc31)[C@H](CO)N2C(=O)Cc1cccnc1 | 2 | 1 | -2 | -2 | -17 | 0.5 | -12 | 0.0
CC(=O)N1CCc2cc(S(=O)(=O)N3CC(C)CC(C)C3)ccc21 (configuration not stated) | 4 | 3 | 1 | 1 | -10 | 0.8 | -12 | 0.0
CCOc1ccccc1C(=O)N[C@H](C(=O)OCc1cc(=O)oc2cc(C)ccc12)C(C)C | -4 | 5 | 2 | · | 0 | · | -1 | 0.1
COc1ccc(C2=NOC3(CC(=O)N(c4ccc(F)cc4)C3=O)C2)cc1 (configuration not stated) | -6 | -2 | 3 | · | -15 | 1.0 | · | ?
Cc1ccc(/C=C/C(=O)NC(=S)N2CCN(C)CC2)cc1 | -4 | -4 | 1 | · | -12 | -0.6 | · | 0.0
CSC[C@H](NC(=O)COc1cc2c(c3oc(=O)c(C)c(C)c13)CCC(C)(C)O2)C(=O)O | -6 | 2 | -3 | -3 | -1 | · | -4 | 0.0
CCOc1ccccc1/C=N/NC(=O)CNC(=O)COc1ccccc1 | 4 | -4 | -2 | · | -2 | 0.1 | · | 0.1
COc1cc2c(c(OC)c1OC)-c1ccc(OC)c(=O)cc1C(N)CC2 (configuration not stated) | -5 | 10 | 1 | · | -7 | 1.4 | · | 2.5
Cc1ccccc1NC(=O)c1nn(C)c2c1CS(=O)(=O)c1ccccc1-2 | -2 | · | -1 | -1 | 1 | · | -2 | 0.0
CCCC#Cc1cnc2c(c1)C(=O)N([C@@H](C)CO)C[C@@H](C)[C@@H](CN(C)C(=O)c1ccc(F)cc1)O2 | -4 | 0 | -4 | -1 | 10 | -0.3 | 7 | -1.3
CC(C)(C)[C@H]1C=C(C(N)=O)O[C@@H](OCc2ccc(CO)cc2)C1 | -18&12 | 0&0 | 3&4 | 10 | 5&-20 | 1.1 | -1&-17 | 0.1
COc1ccc(NC(=O)Nc2ccc3c(c2)C(=O)N([C@H](C)CO)C[C@H](C)[C@H](CN(C)C(=O)NC2CCCCC2)O3)cc1 | 4 | 8 | -1 | -3 | 5 | 0.3 | -15 | 1.7
C[C@H]1CN([C@@H](C)CO)S(=O)(=O)c2ccc(-c3cccc(F)c3)cc2O[C@H]1CN(C)S(C)(=O)=O | 4 | -5 | 0 | 1 | 6 | 0.3 | 4 | 0.9
CCOc1cc2c(cc1OCC)C(c1ccc(O)c(OC)c1)NCC2 (configuration not stated) | -1 | 3 | -1 | -4 | -3 | 0.9 | -2 | 0.1
COc1ccc(Nc2nc(-c3sc(C)nc3C)cs2)c(OC)c1 | -5 | 1 | 3 | 7 | 2 | · | 8 | 0.1
Cc1c(Cl)ccc2c(C(O)CBr)cc(-c3ccccc3)nc12 (configuration not stated) | -2 | -8 | 2 | -1 | -32 | 3.7 | -6 | -0.2
COc1ccc(-c2noc(-c3cccs3)n2)cc1OC | -8 | 3 | 0 | 53* | -17 | 0.0 | · | ?
Cc1cccc(C(=O)OCC(=O)NN2C(=O)NC3(CCC(C)CC3)C2=O)c1O (configuration not stated) | -4 | 7 | 8 | -8 | -13 | -0.5 | -4 | 0.1
CCc1ccc(/C=C2/Sc3ccccc3N(CC(=O)NCC3CCCO3)C2=O)cc1 (configuration not stated) | 3 | 6 | 0 | 3 | -16 | · | -4 | 0.0

Ordered by molecular weight (falling): 11 of the compounds above
SMILES | S100A4 MyoIIA | ERp5 inh | ERAP1 inh | esBAF inh | RAD52 anneal inh | E-selectin induc | RAD54 inh | Xi reactivation
COc1ccc(NC(=O)Nc2ccc3c(c2)C(=O)N([C@H](C)CO)C[C@H](C)[C@H](CN(C)C(=O)NC2CCCCC2)O3)cc1 | 4 | 8 | -1 | -3 | 5 | 0.3 | -15 | 1.7
C[C@H]1CN([C@@H](C)CO)S(=O)(=O)c2ccc(-c3cccc(F)c3)cc2O[C@H]1CN(C)S(C)(=O)=O | 4 | -5 | 0 | 1 | 6 | 0.3 | 4 | 0.9
CO[C@@H]1CN(C)C(=O)c2ccc(NS(C)(=O)=O)cc2OC[C@@H](C)N(CC2CC2)C[C@@H]1C | 6 | 2 | -4 | 2 | 2 | 0.2 | -6 | 0.3
Cc1c(Cl)ccc2c(C(O)CBr)cc(-c3ccccc3)nc12 (configuration not stated) | -2 | -8 | 2 | -1 | -32 | 3.7 | -6 | -0.2
Cc1ccccc1NC(=O)c1nn(C)c2c1CS(=O)(=O)c1ccccc1-2 | -2 | · | -1 | -1 | 1 | · | -2 | 0.0
O=C(CCn1c(=S)[nH]c2ccccc2c1=O)Nc1cccc(Cl)c1 | -4 | -2 | -1 | -4 | 3 | · | -1 | 0.0
COc1ccc(Nc2nc(-c3sc(C)nc3C)cs2)c(OC)c1 | -5 | 1 | 3 | 7 | 2 | · | 8 | 0.1
CCOc1cc2c(cc1OCC)C(c1ccc(O)c(OC)c1)NCC2 (configuration not stated) | -1 | 3 | -1 | -4 | -3 | 0.9 | -2 | 0.1
CC(C)(C)[C@H]1C=C(C(N)=O)O[C@@H](OCc2ccc(CO)cc2)C1 | -18&12 | 0&0 | 3&4 | 10 | 5&-20 | 1.1 | -1&-17 | 0.1
Cc1ccc(/C=C/C(=O)NC(=S)N2CCN(C)CC2)cc1 | -4 | -4 | 1 | · | -12 | -0.6 | · | 0.0
COc1ccc(-c2noc(-c3cccs3)n2)cc1OC | -8 | 3 | 0 | 53* | -17 | 0.0 | · | ?
